hgDAF12 agonist = H. glycines DAF-12 receptor agonists, primary screen, cell-based, luminescence, HEK293, GAL4 fusion, UAS-luciferase; HEK293 GAL4-hgDAF12 UAS-luciferase reporter, agonist luminescence; normalized to butyrate control; activation, % at 6.8 µM; 1.8% of 370,000 active;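 active = activation above a cutoff set at the mean of all screened compounds plus 3 SD, cut at about 10% in these data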;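 also: 0% = DMSO wells and 100% = sodium butyrate wells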
DAX1 inh-1 = DAX1 (NR0B1) inhibitors on StAR promoter, primary screen, cell-based, luminescence, SF-1 (NR5A1), full-length DAX-1; HEK293T StAR-luciferase reporter, SF-1/DAX-1 repression relief; inhibition, % at 6.8 µM; 1.1% of 370,000 active; AID 652010, 2013;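 active = inhibition above the mean over all tested compounds plus 3 SD, cut at about 3.6% in these data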;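 also: 0% = DAX-1 cells with DMSO and 100% = cells lacking DAX-1 with DMSO; higher inhibition means more luminescence from relief of DAX-1 repression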
MBD2 inh = inhibitors of MBD2 binding to methylated DNA, primary screen, biochemical, TR-FRET, DNA-binding domain, human; 0.31% of 370,000 active; inhibition, % at 4.4 µM; Methyl-CpG-binding domain protein 2 (Homo sapiens), Q9UBB5; MBD2 binding to methylated oligonucleotide; in the data active = inhibition above about 13%
Target sequence (Q9UBB5 whole entry, looked up, the tested form may be a part): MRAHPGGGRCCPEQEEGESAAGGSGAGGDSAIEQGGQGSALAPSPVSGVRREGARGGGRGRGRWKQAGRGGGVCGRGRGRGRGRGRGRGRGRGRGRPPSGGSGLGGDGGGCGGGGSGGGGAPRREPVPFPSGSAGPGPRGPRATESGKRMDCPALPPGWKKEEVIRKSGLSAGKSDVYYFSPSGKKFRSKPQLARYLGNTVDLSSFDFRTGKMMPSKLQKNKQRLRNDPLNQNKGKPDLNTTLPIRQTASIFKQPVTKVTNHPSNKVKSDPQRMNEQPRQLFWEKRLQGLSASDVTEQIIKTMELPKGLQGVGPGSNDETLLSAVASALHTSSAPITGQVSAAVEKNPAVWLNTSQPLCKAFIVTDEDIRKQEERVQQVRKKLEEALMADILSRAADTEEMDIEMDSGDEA
hcDAF-12 act = H. contortus DAF-12 nuclear receptor activators, primary screen, cell-based, luminescence, HEK293, lit1-tk-luc reporter; activation, % at 6.8 µM; 1.4% of 370,000 active; AID 652067, 2013; HEK293 hcDAF-12 lit1-tk-luc reporter; 0% DMSO, 100% Δ7-dafachronic acid;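 active = activation above the mean of all tested compounds plus 3 SD, cut at about 5.5% in these data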;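 also: 100% = response to 3 µM Δ7-dafachronic acid high control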
Rev-erbA mod = modulators of Rev-erb alpha DNA binding, primary screen, biochemical, FITC-DNA, fluorescence polarization, uHTS; Rev-erbα–FITC-DNA binding, 90 min; activity, % at 10 µM; 0.79% of 370,000 active; AID 1259318, 2017;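 active = activity above about 14%, limit read from the data; passing the limit was not always enough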;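 also: 0% = DMSO wells with 35 nM protein and 100% = DMSO wells with 750 nM protein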
SMARCA2 act = SMARCA2 (BRM) function activators, primary screen, cell-based, luminescence, high throughput. activation, % at 9.1 µM. AID 652017, 2013. MG213 cells, MMTV-luciferase reporter, dexamethasone, overnight. 1% of 370,000 active; in the data active = activation above about 7.8%;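 also: 0% = vehicle wells and 100% = reference activator wells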
ADAM17 inh = ADAM17 inhibitors, primary screen, biochemical, QFRET | Disintegrin and metalloproteinase domain-containing protein 17 (Homo sapiens), P78536 | recombinant ADAM17, EDANS/DABCYL FRET peptide cleavage | inhibition, % at 6.95 µM | 0.83% of 370,000 active | AID 720648, 2013;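 active = inhibition above the mean of compounds lying between control limits plus 3 SD, set per campaign, cut at about 8.5% in these data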;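 also: 0% = DMSO-only wells as the low control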
ssDAF12 agonist = S. stercoralis DAF-12 nuclear receptor activators, primary screen, cell-based, luminescence, HEK293, GRIP1 co-expression, lit1-tk-luc. Nuclear hormone receptor DAF-12 (Strongyloides stercoralis). HEK293 ssDAF-12/GRIP1 lit1-tk-luc reporter; % of 3 µM dafachronic acid response. activation, % at 6.8 µM. 1% of 370,000 active;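 active = activation above the mean over all tested compounds plus 3 SD, cut at about 0.9% in these data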;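 also: 0% = DMSO-only wells and 100% = 3 µM delta7-dafachronic acid wells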
PLCb3 inh = human PLC-beta3 inhibitors, primary screen, biochemical, fluorescence; 1-phosphatidylinositol 4,5-bisphosphate phosphodiesterase beta-3 (Homo sapiens), Q01970; Purified PLC-beta3, fluorogenic substrate; inhibition, % at 12.2 µM; 0.18% of 370,000 active; AID 720704, 2013; in the data active = inhibition above about 11%;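 also: 0% = median of compound wells on plate and 100% = full blocker control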
PLCg1 inh = PLC-gamma1 enzyme inhibitors, primary screen, biochemical, fluorescence, purified enzyme | 1-phosphatidylinositol 4,5-bisphosphate phosphodiesterase gamma-1 (Homo sapiens), P19174 | fluorogenic substrate | inhibition, % at 12.2 µM | 0.84% of 370,000 active | AID 720700, 2013; in the data active = inhibition above about 9.5%
DAX1 inh-2 = DAX1 (NR0B1) inhibitors, primary screen, cell-based, HEK293, Gal4-DAX1, luciferase luminescence. HEK293 Gal4-DAX1 luciferase reporter. inhibition, % at 6.75 µM. 0.99% of 340,000 active. AID 504766, 2011;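 active = inhibition above the mean over all tested compounds plus 3 SD, cut at about 4.2% in these data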;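 also: 0% = DAX1-transfected cells with DMSO and 100% = empty-vector control cells with DMSO; inhibition shows as a rise in luminescence from relieved DAX1 repression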
Target sequence (P51843 207-470 limits assumed): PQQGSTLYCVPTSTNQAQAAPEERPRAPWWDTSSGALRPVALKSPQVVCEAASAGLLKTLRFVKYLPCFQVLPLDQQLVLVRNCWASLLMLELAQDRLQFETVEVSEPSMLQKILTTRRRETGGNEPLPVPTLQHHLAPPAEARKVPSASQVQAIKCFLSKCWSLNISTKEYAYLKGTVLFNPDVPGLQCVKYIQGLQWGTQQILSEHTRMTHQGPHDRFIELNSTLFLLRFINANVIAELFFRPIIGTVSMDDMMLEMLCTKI
* hit, by the source's call; · = no result given.

Second line of a record: DAX1 inh-1	Rev-erbA mod	PLCb3 inh	ADAM17 inh	MBD2 inh	SMARCA2 act	hgDAF12 agonist	DAX1 inh-2	PLCg1 inh	hcDAF-12 act	ssDAF12 agonist
CCC(=O)Nc1ccc(C(=O)Nc2cc(C)on2)cc1
    -0.3	5	4	-1	-2	-1	2.3	-0.3	1	0.7	-0.8
Cc1cc2c(cc1S(=O)(=O)Nc1cccc(C)c1C)OCC(=O)N2
    0.1	-1	-1	-1	0	-2	-1.9	-0.7	-1	-1.8	-1.5
CCOC(=O)N1CCN(C(=O)CN(Cc2ccc(Cl)cc2)S(=O)(=O)c2ccccc2)CC1
    -1.3	1	0	0	7	-6	-3.5	-1.7	0	-2.2	-2.3
Cc1nc2c3c4c(sc3n3c(SCC(=O)NCc5ccco5)nnc3n2n1)COC(C)(C)C4
    -0.2	-2	0	-2	0	0	3.0	-1.0	-1	-2.5	-0.9
Cc1ccccc1OCC(=O)OCn1nnc2ccccc2c1=O
    0.2	1	-2	-1	2	4	-1.1	0.5	1	-0.7	-0.9
O=C(COc1ccccc1)Nc1nc2ccccc2[nH]1
    0.9	3	0	-4	-1	7.8*	8.6	0.3	-3	0.0	-0.3
Cc1ccc(NS(=O)(=O)c2ccc(-n3cccn3)cc2)cc1F
    -0.3	-2	-8	1	1	0	-0.3	-0.4	0	-1.3	-1.1
Cc1ccc(SCC(=O)N(C)CC(=O)Nc2cccc(F)c2)cc1
    -0.3	-5	-1	1	-2	1	0.3	0.0	-1	-0.5	-1.0
CSc1ccccc1NC(=O)c1ccccn1
    -0.1	5	1	0	2	3	0.8	1.2	0	-1.3	-1.6
S=c1[nH]nc(-c2cc(-c3ccsc3)n[nH]2)n1-c1ccccc1
    -0.3	-6	-12	0	-3	-1	0.5	·	2	0.8	-0.8
COc1ccc([N+](=O)[O-])cc1N(CC(=O)NC(C(C)C)C(C)C)S(C)(=O)=O
    0.3	0	0	2	7	-3	-0.2	-0.6	4	-1.2	-1.2
COc1ccc(/C=C/C(=O)NC(=S)Nc2ccccc2)cc1OC
    -0.5	7	-31	-9	1	-2	-1.2	0.3	-14	-1.8	-1.0
Cc1c(CCC(C)C)c(-n2ccnc2C)n2c(nc3ccccc32)c1C#N
    -0.6	-4	-69	-3	3	0	0.7	0.1	-68	-1.4	-1.2
COC(=O)c1coc(-c2ccc(C)cc2)c1C(=O)OC
    1.0	-4	1	-8	0	1	1.2	0.2	0	0.7	-0.8
Fc1ccc(CN2CCSCC2)cc1F
    -0.3	-4	-5	3	0	-2	-2.7	0.3	3	-2.0	-1.6
C#CCO[C@@H]1C[C@H](n2cnc3c(NC(=O)c4ccccc4)ncnc32)O[C@@H]1CO
    1.0	-7	1	-1	2	3	0.2	1.7	4	0.1	-1.0
CCOC(=O)C1=C(C)NC(=O)NC1c1ccc(OC(=O)c2ccco2)c(OC)c1 (stereo not drawn)
    0.0	1	3	-4	-5	0	-2.1	-0.6	-1	-2.6	-1.8
Cc1nc(NC(=O)COC(=O)c2ccc(CO)cc2)c(Cl)cc1Cl
    2.0	-6	-11	2	0	-2	-1.3	-0.2	2	0.1	-1.3
CC(C)(C)C1CCC(=O)C(C2(O)C(=O)Nc3ccccc32)C1 (stereo not drawn)
    -0.1	-3	9	12*	-2	-3	1.1	-0.2	6	-0.3	-0.3
Cc1ccc(Cn2c(N3CCN(C)CC3)nc3c2c(=O)[nH]c(=O)n3C)cc1
    -1.1	6	-1	-3	3	-2	-2.4	0.8	1	-2.1	-0.8
Cc1cc(NC(=O)CCC(=O)N(CC(=O)NCC2CCCO2)c2ccc(Cl)c(Cl)c2)no1 (stereo not drawn)
    -0.3	-2	-4	-1	1	-1	-1.3	0.9	0	0.6	-1.1
CC(=O)c1cccc(NC(=O)c2ccc(NS(=O)(=O)c3c(C)noc3C)cc2)c1
    -1.1	1	1	-3	1	1	-0.7	-0.4	-1	1.2	-1.1
Cc1ccccc1C(=O)NCC(=O)NCC1(N2CCOCC2)CCCCC1
    0.5	-2	-4	-2	-3	0	2.0	0.3	1	2.2	-0.6
CCc1nc2ccc(C(=O)NCCCN3CCCC3=O)cn2c1N(CC)C(=O)NCCc1ccccc1
    0.0	6	-9	2	-3	2	-4.0	·	-9	-1.4	-0.3
Cc1cc(NC(=O)c2ccno2)no1
    -1.1	3	-4	1	-2	5	2.6	1.1	6	-0.9	-1.0
CCN(CC)CCNC(=O)C(Oc1ccccc1)Oc1ccccc1
    0.0	-5	-3	-5	1	-4	1.1	1.4	2	-1.4	-1.3
C/C(=N\NC(=O)c1ccc(-n2cnnn2)cc1)c1ccc(Cl)cc1
    0.3	8	-3	-3	-7	-2	1.8	0.5	1	-0.9	-1.2
CCOc1ncccc1C(=O)OC(C)C(=O)Nc1ccc(Cl)cn1 (stereo not drawn)
    -0.9	4	-1	-3	-5	1	2.2	-0.8	-3	-0.2	-0.9
O=[N+]([O-])c1ccccc1S(=O)(=O)N1CCSCC1
    -1.1	1	4	0	1	1	-0.6	1.0	-2	0.4	-0.3
Cc1ccccc1NC(=S)NNc1ncc(C(F)(F)F)cc1Cl
    -0.9	5	-2	2	-6	-1	-0.2	-0.2	-1	-1.3	-1.6

The last 2 records of the section before lead into the next.
Second line of a record: DAX1 inh-1	Rev-erbA mod	PLCb3 inh	ADAM17 inh	MBD2 inh	SMARCA2 act	hgDAF12 agonist	DAX1 inh-2	PLCg1 inh	hcDAF-12 act	ssDAF12 agonist
O=[N+]([O-])c1ccccc1S(=O)(=O)N1CCSCC1
    -1.1	1	4	0	1	1	-0.6	1.0	-2	0.4	-0.3
Cc1ccccc1NC(=S)NNc1ncc(C(F)(F)F)cc1Cl
    -0.9	5	-2	2	-6	-1	-0.2	-0.2	-1	-1.3	-1.6
Cc1ccc(C(C(=O)NC2CCCCC2)N(C(=O)c2csnn2)c2ccccc2F)o1 (stereo not drawn)
    0.3	1	-5	-4	-9	0	-2.6	-0.1	-3	1.0	-1.0
CCn1nc(C(=O)OCC(=O)Nc2ncc(Cl)c(C)c2Cl)c2ccccc2c1=O
    0.2	-3	-2	0	-2	-3	0.6	-0.3	-6	1.0	0.6
O=C(CSc1nc2ccccc2[nH]1)c1ccccc1F
    1.4	1	0	-3	1	6	16*	2.0	3	5.8*	-0.4
Cc1cc(C)cc(NC(=O)NC2CCCCCCC2)c1
    3.3	6	-6	4	3	4	5.5	0.8	1	-0.2	-0.9
Cc1ccc(S(=O)(=O)N2CCCC2CNC(=O)C(=O)NCc2cccs2)cc1 (stereo not drawn)
    0.8	4	-3	-5	-4	-2	0.6	1.5	3	1.1	-1.3
O=C(C[n+]1cccc(Br)c1)c1ccc(-c2ccccc2)cc1
    -0.9	0	-10	-5	-1	2	-1.0	-2.2	-7	4.2	-0.3
O=C1C(Cl)=C(O)C2(Cl)C(Cl)=C(Cl)C12Cl (stereo not drawn)
    0.0	-3	-1	-5	1	-2	-0.9	0.6	-1	1.4	-1.3
COc1cccc(Nc2nc(NCCO)nc(N3CCCC3)n2)c1
    -0.6	2	10	8	-2	1	-1.2	-0.6	4	0.1	-1.8
Cc1cccc(C(=O)NCC(=O)NC(C)CCc2ccccc2)c1 (stereo not drawn)
    -0.5	-4	-11	-1	11	-1	-2.2	0.1	0	-0.2	-1.1
O=C(CSc1nnc(COc2ccccc2)n1-c1ccc(Cl)cc1)Nc1ccc2c(c1)OCCO2
    -2.7	2	-1	7	-4	-5	2.2	·	1	-2.7	-1.8
OC1CCN(Cc2cccc(Oc3ccccc3)c2)CC1
    0.0	6	1	-1	-2	-2	-0.3	-1.4	1	0.7	-0.8
O=C(CNC(=O)c1cc(=O)[nH]c2ccc(S(=O)(=O)N3CCOCC3)cc12)Nc1ccc(F)c(F)c1
    -0.2	0	-30	-5	-1	1	2.3	1.1	-21	0.9	-1.1
CN1/C(=C\C(=O)Nc2cccnc2)c2ccccc2CC1(C)C
    -0.2	0	-5	-1	0	-3	1.0	-0.3	-4	-1.3	-1.1
CC(C)CN1C(=O)/C(=C/c2cccs2)NC1=S
    0.5	-1	2	4	0	-2	-0.2	1.1	1	-2.1	-1.2
CCc1nnc(NC(=O)c2cccnc2SC)s1
    0.3	0	4	0	-4	-3	2.9	0.1	4	-2.4	-1.4
Cc1sc(NC(=O)c2ccc(F)cc2)c(CN2CCCCCC2)c1C
    2.2	5	-26	2	-10	4	11*	0.2	-31	4.5	0.4
CN(C)C(CNC(=O)c1ccco1)c1cccs1 (stereo not drawn)
    0.8	-4	-9	-2	-7	2	3.3	0.2	-3	2.2	-0.6
CCOC(=O)N1CCC(NC(=O)C2CCCN(C(=O)c3cc4sccc4n3C)C2)CC1 (stereo not drawn)
    -1.1	1	3	-1	-4	-1	-1.1	-0.8	3	0.0	-1.3
CN(CC(=O)NCC1CCCCC1)CC(=O)Nc1ccc(F)cc1
    1.2	-5	-2	0	-3	-1	-1.6	1.2	3	-2.3	-0.7

Bioassay records deposited in PubChem by several laboratories.

Rows are unselected, and some 7.4% of all compounds hit somewhere here.
